# From PubChem
# Platelet DG rel: inhibitors of platelet dense granule secretion, primary screen, cell-based, MLPCN, human platelets; inhibition, %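 (compounds screened at 7.5 µM in platelet-rich plasma)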; 0.22% of 300,000 active; human platelet-rich plasma, SFLLRN dense granule ATP release, luminescence;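 active = mean replicate score, as percent of positive control, at or above 50; inconclusive = mean below 50 but at least one replicate at or above 50; inactive = mean and every replicate below 50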
# aSyn UTR inh: MLPCN primary screen, SNCA 5' untranslated region; alpha-synuclein 5'UTR reporter, inhibitor activity; inhibition, % (tested at 7.5 µM); 0.82% of 300,000 active; in the data active = inhibition above about 60%; inconclusive = no clear call, values can overlap the other calls;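 note: H4 neuroglioblastoma cells stably carrying SNCA 5'UTR luciferase fusion; 0% = DMSO wells and 100% = positive control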
# HIF act: HIF pathway transcriptional activators, primary screen, cell-based, U2OS HRE-luciferase, luminescence | U2OS HRE-luciferase reporter; normalized: DMSO 0%, desferrioxamine 100% | activation, % at 7.5 µM (by protocol) | 0.32% of 300,000 active;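 active = mean activation of at least 10% of the iron chelator positive control signal, with at least half of replicates also reaching 10%; inconclusive = mean and replicate majority disagree about reaching 10%; inactive = mean and most replicates under 10%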
# IEC-6 cytotox: cytotoxicity in IEC-6 intestinal epithelial cells, primary screen, cytotoxicity control for KLF5 inhibitor project, cell-based, luminescence; IEC-6 cytotoxicity, luminescence viability; inhibition, % at 5 µM; 0.78% of 290,000 active; in the data active = inhibition above about 22%;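 note: 0% = plate median of test compound wells and 100% = cytotoxic reference compound wells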
# KLF5 inhibitor: KLF5 expression inhibitors, primary screen, DLD-1 cells, luminescence; DLD-1 KLF5 promoter-luciferase reporter; inhibition, % at 5 µM; 0.23% of 290,000 active; AID 1700, 2009;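 active = inhibition above a per-plate limit of that plate's mean compound inhibition plus 3 SD, cut at about 60% in these data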;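 note: 0% = DMSO wells and 100% = LY294002 at 200 µM; higher means less KLF5 promoter-driven luciferase light; inactives centre near -14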
# HDAC3 inh: HDAC3 deacetylase inhibitors, primary screen, biochemical, fluorescence, cell-free homogeneous; Histone deacetylase 3 (Homo sapiens), O15379; recombinant HDAC3, fluorogenic peptide/trypsin coupled; inhibition, % at 8.3 µM; 0.15% of 320,000 active; AID 2718, 2010; in the data active = inhibition above about 26%, passing the limit was not always enough; inconclusive = no clear call, values can overlap the other calls
# Target sequence (O15379 whole entry, looked up): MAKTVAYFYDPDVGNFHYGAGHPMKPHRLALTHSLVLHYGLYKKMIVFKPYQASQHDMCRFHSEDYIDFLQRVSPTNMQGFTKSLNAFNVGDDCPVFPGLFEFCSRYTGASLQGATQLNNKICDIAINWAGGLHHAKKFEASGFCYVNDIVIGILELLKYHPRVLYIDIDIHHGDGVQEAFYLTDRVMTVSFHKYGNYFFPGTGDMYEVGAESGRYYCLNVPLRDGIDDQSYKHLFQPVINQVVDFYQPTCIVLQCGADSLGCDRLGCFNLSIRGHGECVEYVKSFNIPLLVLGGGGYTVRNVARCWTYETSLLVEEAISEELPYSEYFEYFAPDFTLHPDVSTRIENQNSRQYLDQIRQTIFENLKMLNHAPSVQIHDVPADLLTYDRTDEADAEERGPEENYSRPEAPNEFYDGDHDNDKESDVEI
# AI-2 QS modul: Vibrio harveyi AI-2 quorum sensing modulators, primary screen, JMH597 strain, luminescence/OD600 ratio | 0.4% of 300,000 active | activity change, % at 7.5 µM | Vibrio harveyi JMH597 AI-2 luminescence/OD600 ratio, 9 h; stronger effect = lower value; strain lacks LuxN and CqsS sensors; 0 = neutral-control median; in the data active = activity change below about -75%, passing the limit was not always enough; inconclusive = no clear call, values can overlap the other calls;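 note: luminescence divided by OD600 gain over 9 h not by final OD600 alone; inactives centre near 13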
# HSP90 inh: HSP90 inhibitors, primary screen, cell lysate, luminescence | Rabbit reticulocyte lysate, luciferase refolding luminescence, 3 h | inhibition, % at 5.6 µM | Heat shock protein HSP 90 (rabbit reticulocyte lysate; luciferase refolding) | 0.91% of 290,000 active | AID 1789, 2009;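 active = inhibition above the screen-wide mean plus 3 SD, computed separately per campaign, cut at about 16% in these data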;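 note: 0% = DMSO wells and 100% = 60 µM geldanamycin wells; inhibitors lower the luminescence because luciferase stays unfolded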
# HSF1 activator: HSF-1 activators, primary screen, NIH3T3-HGL cells, MG132 stress, luminescence, single point. activation, % at 9 µM. 1.7% of 300,000 active. NIH3T3-HGL HSF-1 luciferase reporter, 8 h; 100% = twice DMSO control signal. AID 504408, 2011;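 active = mean replicate activation of at least 50% with a set share of replicates each reaching 50%; inconclusive = only one of those two conditions met; inactive = mean below 50% and too few replicates reaching it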;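 note: 0% = median of the neutral control wells and 100% = twice that signal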
# HSF1 inh: HSF1 inhibitors in luciferase reporter cells, primary screen, cell-based, NIH3T3, luminescence; NIH3T3-HGL HSE-luciferase, MG132-induced, luminescence 8 h; stronger effect = lower value; activity change, negative = inhibition, % at 7.5 µM (by protocol); 0.77% of 300,000 active;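 active = more than half of replicate wells show activity change below -50%, luminescence cut by over half; inconclusive = some wells, but at most half, below -50%; inactive = no replicate well below -50%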;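 note: luciferase reports HSF-1 transcriptional activity via heat shock element; 0% = median of DMSO wells and -100% = zero luminescence signal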
# Starred values were filed as active, the others as inactive; ? = inconclusive; nt = no result given.
SMILES,Platelet DG rel,aSyn UTR inh,HIF act,IEC-6 cytotox,KLF5 inhibitor,HDAC3 inh,AI-2 QS modul,HSP90 inh,HSF1 activator,HSF1 inh
Cc1ccccc1Cn1c(-c2ccc(=O)[nH]c2)nc2ccccc21,3,20,-0.1,0,-12,-2,-7,12,8,1
OCCC1CN(CC#Cc2ccccc2)CCN1Cc1ccccc1F (stereo not drawn),1,2,0.8,2,-10,?,25,-1,21,8
CN(C)C(CNC(=O)CCNC(=O)c1ccc(Br)cc1)c1ccco1 (stereo not drawn),-2,6,0.7,nt,nt,-7,3,nt,-2,-1
Cc1sc(NC(=O)CN(C)C2CCCCC2)nc1-c1ccc2c(c1)CCN2S(=O)(=O)c1ccccc1,1,13,-0.5,0,-11,-3,23,0,0,-11
COc1ccc(C(C)=O)cc1CSc1nnc(C)s1,0,-3,0.1,1,-4,3,17,2,4,7
C1CCN(C2CCN(c3nc4nonc4nc3N3CCSCC3)CC2)C1,0,-28,-0.1,-4,-27,3,20,-1,0,3
O=C(Nc1ccc(S(=O)(=O)NCC2CCCO2)cc1)c1ccc(Cl)cc1[N+](=O)[O-] (stereo not drawn),3,5,0.0,-1,-14,2,3,2,-6,1
O=C(COC(=O)C1CCN(S(=O)(=O)c2ccc3c(c2)OCCO3)CC1)NC1CCCCC1,9,6,0.4,nt,nt,5,5,nt,-5,2
Cc1ccc(C(=O)Cn2c3[n+](c4ccccc42)CC(O)CS3)cc1 (stereo not drawn),3,-5,-0.2,-5,-30,0,15,0,1,2
O=C(NC1CC1)C1=C[C@@H](C2CC2)C[C@@H](OCc2ccc(CO)cc2)O1,7,16,1.3,nt,nt,0,20,nt,-5,0
COCCN1C2=C(C(=O)CC(C)(C)C2)C(c2ccc(OC)c(OC)c2)C2=C1CC(C)(C)CC2=O,-7,-5,-0.9,-4,8,1,14,1,-16,-4
COc1ccc(OC)c(-c2csc(NC(=O)CSCc3c(C)noc3C)n2)c1,8,-12,-0.1,nt,nt,5,-1,nt,3,5
CCOC(=O)c1c(C)[nH]c(C)c1C(=O)CSc1nnc(-c2cc(OC)c(OC)c(OC)c2)o1,-1,12,-0.2,2,-52,0,31,4,5,-2
Cc1ccsc1/C=N/NC(=O)Nc1ccccc1,-1,-162,4.2,-4,-177,6,9,2,58*,25
c1ccc2c(c1)CCCN2Cc1nnc2n1CCCCC2,4,-20,0.3,-2,-1,3,10,0,-1,0
O=C(Nc1ccc(Nc2ccccc2)cc1)c1ccc(Cl)cc1,-8,-47,-0.1,nt,nt,-4,-23,nt,3,1
Cc1cccc(C(=O)OCC(=O)Nc2nnc(-c3ccccc3)o2)c1O,-25,1,0.1,nt,nt,nt,23,nt,-1,-2
C(=N\n1cnc2ccccc21)/c1cccnc1,2,-31,1.0,3,-27,3,16,-3,2,2
CCOC(=O)c1cc2nc(-c3ccco3)cc(C(F)(F)F)n2n1,?,-2,0.2,-1,-14,-17,7,-1,-92,-89*
O=C1[C@H]2[C@@H](c3ccc(F)cc3)N3C(=O)N(c4cccc(Br)c4)C(=O)[C@@]3(Cc3ccc(Cl)cc3)[C@H]2C(=O)N1C1CCCCC1,4,31,1.2,-8,-12,-7,12,-4,-9,-7
COc1ccc(OC)c(/C=N/NC(=O)C(O)c2ccccc2)c1 (stereo not drawn),3,8,-1.8,-2,-7,-75,23,-4,9,3
COC(=O)c1ccc(NC(=O)CSc2nc3[nH]ncc3c(=O)[nH]2)cc1,3,5,-1.2,nt,nt,-1,4,nt,2,2
FC(F)(F)c1ccc(NC(=S)NCc2ccccc2)cc1,-4,-23,0.2,-1,-24,15,-71,3,15,9
O=C(CN1CCCC1)Nc1ccc(Cl)cc1C(F)(F)F,-1,-12,0.7,-12,-35,0,18,-2,-3,1
COC(=O)c1[nH]c2cc(C)ccc2c1NC(=O)CN1CCN(c2ccccc2OC)CC1,4,27,0.1,3,2,7,21,-2,11,6

# Remaining list, next part.
SMILES,Platelet DG rel,aSyn UTR inh,HIF act,IEC-6 cytotox,KLF5 inhibitor,HDAC3 inh,AI-2 QS modul,HSP90 inh,HSF1 activator,HSF1 inh
CCN1C(=O)[C@@H]2[C@@H](c3ccc(-c4cccc(Cl)c4)c(OC)c3)N3CCCC[C@@]3(C(=O)OC)[C@@H]2C1=O,-6,26,0.2,nt,nt,1,8,nt,-4,3
Oc1cccc(/C=N/N2CCN(c3ccccn3)CC2)c1,3,-76,1.3,-6,-20,nt,13,1,-3,-1
N#Cc1ccc(Sc2nc3ccccc3[nH]2)cc1C#N,7,12,0.4,-15,-7,-2,50,1,5,2
CC(C)NC(=O)CN(C(=O)CCC(=O)Nc1ccccn1)c1ccc(F)c(Cl)c1,9,-6,0.0,-2,22,6,21,-2,2,3
Cc1ccc2cccc(OCc3ccccc3)c2n1,18,20,-0.2,-2,-12,-2,15,3,-2,-6
CN1CCN(c2ccccc2NC(=O)c2ccc(Br)o2)CC1,-3,-22,0.6,1,-22,1,21,-1,8,1
O=C(/C=C/c1ccc(Cl)c([N+](=O)[O-])c1)Nc1ccc(N2CCCC2)c(Cl)c1,17,-6,-0.3,6,-14,3,28,-1,-2,8
Cc1nnc(SCC(=O)N2CCOCC2)s1,-6,12,-0.8,-3,-20,-2,4,-2,-9,0
OC(COC(c1ccc(Cl)cc1)c1ccc(Cl)cc1)CN1CCc2ccccc2C1 (stereo not drawn),18,-11,-0.3,-2,0,19,17,0,5,4
N=C1/C(=C\c2ccc(Br)o2)C(=O)N=C2SC(CC(=O)N3CCCCC3)=NN12,1,-2,-0.3,-6,-8,7,9,-2,7,-5
Cc1ccc2cc(CCNC(=O)CC(C)C)c(=O)[nH]c2c1,0,7,0.2,7,-33,3,68,2,5,-9
O=C(COC(=O)CNC(=O)c1ccc(F)cc1)Nc1cccc(S(=O)(=O)N2CCCC2)c1,0,-22,-0.6,-2,25,2,-10,2,4,1
COc1ccc(-c2coc3cc(O)ccc3c2=O)cc1O,2,-90,2.9,-1,-108,8,12,1,22,11
O=C(NC12CC3CC(CC(C3)C1)C2)c1ccc(-c2cccc(Cl)c2)o1,-4,-133,3.2,2,-60,3,4,17*,-36,-21
Cc1ccc(/C=N/NC(=O)NC23CC4CC(CC(C4)C2)C3)o1,0,-83,1.0,-6,-64,13,13,7,18,2
O=C(NC1CCCC1)c1ccc(CS(=O)Cc2ccc(Cl)cc2)o1 (stereo not drawn),-3,-27,0.1,0,-14,1,6,-2,-13,2
CCOC(=O)C1C(C#N)=C(N)OC(C)=C1c1ccncc1 (stereo not drawn),-5,-17,-0.1,1,-5,?,36,-3,9,-10
Cc1nn(CC(=O)OC(C)C(=O)Nc2ccccc2[N+](=O)[O-])c(C)c1[N+](=O)[O-] (stereo not drawn),-3,11,0.1,0,-15,10,13,2,-17,-1
CCC1CCc2sc(C(=O)N(C)CC(=O)Nc3ccc(N4CCOCC4)cc3)cc2C1 (stereo not drawn),-7,1,-0.2,nt,nt,7,nt,nt,-3,0
CCn1c(CC(=O)Nc2ccc(F)cc2)nnc1SCC(=O)N1CCOCC1,-1,-5,-0.6,3,-28,0,2,3,9,2
CC(C)N=C(Nc1ccc(Cl)cc1)c1cccnc1,-2,0,-0.4,1,14,-1,14,1,-13,-2
CNC(=O)c1ccccc1Sc1ccccc1C#N,3,26,-0.4,-4,-33,3,16,-5,1,-3
Cc1ccc(SCC(=O)N2CC(C)OC(C)C2)cc1 (stereo not drawn),-3,17,0.0,6,-15,6,19,2,-17,-6
O=C(CCNS(=O)(=O)c1ccc(Br)cc1)NCc1cccs1,-19,7,0.2,-3,3,1,11,-4,-6,-1
CCOC(=O)C1=C(C)NC(=O)NC1c1c(OCC(=O)N2CCCCC2)ccc2ccccc12 (stereo not drawn),6,3,0.4,4,-39,2,19,-3,-5,6

# Going on with the list.
SMILES,Platelet DG rel,aSyn UTR inh,HIF act,IEC-6 cytotox,KLF5 inhibitor,HDAC3 inh,AI-2 QS modul,HSP90 inh,HSF1 activator,HSF1 inh
O=C(NCCCN1CCCC1=O)Nc1ccccc1F,1,-20,0.9,4,-6,-4,15,1,5,2
O=C(O)c1ccc(-c2nnn(Cc3ccccc3F)n2)cc1,5,9,-0.2,2,-3,1,22,0,12,17
C/C(=N\NC(=S)NC1CCCCC1)c1cccc(Br)c1,2,-32,0.7,14,-10,-4,7,4,-43,-36
Cc1ccc(-n2nc3c(=O)n(CC(=O)NCCc4ccco4)nc(C)c3c2C)cc1,-15,29,1.2,11,-11,0,14,1,4,1
O=C(COc1ccccc1)N1CCN=C1SCc1ccccc1,23,22,-0.9,0,-20,0,-8,-2,3,2
O=C(NC(=S)Nc1ccc(Cl)c(C(=O)O)c1)c1ccc(OCc2ccccc2)cc1,4,-8,0.6,-4,-20,7,2,-4,5,-7
CC(NC(=O)C(=O)Nc1nccs1)c1ccccc1 (stereo not drawn),-15,8,0.2,-1,-2,-1,13,1,3,-1
COc1ccc(S(=O)(=O)N(C)C(C)CCc2ccco2)cc1 (stereo not drawn),-2,7,0.9,-6,-2,-4,10,2,3,2
CC(=O)Nc1ccc(NC(=O)CC2SC(=O)N(CC(=O)c3ccccc3)C2=O)cc1 (stereo not drawn),-11,3,-0.2,5,10,0,18,3,-1,-7
COc1ccc(OCC(O)CN2CCCCC2)cc1 (stereo not drawn),3,-3,0.4,0,-40,2,6,1,-4,1
CC1CC(=O)NN=C1c1cccs1 (stereo not drawn),36,5,-0.4,6,-14,1,0,2,-5,-8
N#Cc1ccccc1N/C=C/C(=O)c1ccc(Cl)cc1,-1,-169,2.0,nt,nt,5,21,nt,47,29
Cc1ccccc1N1C(=O)c2cccc3c(N(C)CCO)ccc(c23)C1=O,3,23,-0.2,-3,-16,4,14,-5,0,6
CC1CCN(S(=O)(=O)c2cccc(-c3cn4cc(Cl)ccc4n3)c2)CC1,0,-3,0.1,2,-7,-2,23,4,20,10
CC(C)Cn1c(=O)c(-[n+]2ccccc2)c([O-])c2ccccc21,2,-9,0.2,-3,-3,-1,34,1,-3,-3
COc1ccc(CN2CCN(C(=O)CCC(=O)Nc3nnc(C(C)C)s3)CC2)cc1F,21,4,0.2,-7,-26,8,-3,-2,9,-4
N#Cc1ccc(Sc2ccccn2)c([N+](=O)[O-])c1,4,11,-0.3,3,-3,1,18,1,4,-4
Cc1ccnc(NC(=O)C2CCCN(S(=O)(=O)c3cnc[nH]3)C2)c1 (stereo not drawn),0,-13,nt,5,-19,0,31,-3,1,-2
Cc1ccc(C#CC[N+](C)(C)CC#Cc2ccccc2)cc1,9,29,0.0,2,0,2,21,-1,15,-2
COC(=O)c1ccc(OC(=O)C2CC(=O)N(c3cccc(C)c3)C2)cc1 (stereo not drawn),-8,9,-0.4,1,-20,2,14,1,-5,-8
